# High-throughput results as filed in PubChem BioAssay.
# SR-BI uptake up = activators of SR-BI mediated DiI-HDL uptake, primary screen, ldlA[mSR-BI] CHO cells, DiI fluorescence; activation, % at 12.5 µM; hit rate 0.096% among 320,000; AID 504775, 2011; 3 h; 100 = double the neutral-control signal;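 active = mean replicate activation of at least 60% and every replicate at or above 60%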;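 also: 0% = median plate neutral-control signal and 100% = twice that signal; values of inactives mirror those of a sister screen read the other way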
#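 Material: SR-BI-overexpressing, LDLR-lacking CHO cells | Dosing: Single compound concentration, delivered by pin transfer | Probe or stimulus: Labelled HDL, 10 µg/mL | Signal: Bottom-read cell fluorescence after medium removal, ex 550/em 595 nm | Schedule: 3 h, 37 °C | Evaluation: HDL uptake via cellular fluorescence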
# CAL PDZ FP-1 = CAL PDZ peptide-binding inhibitors, primary screen, biochemical, fluorescence polarization, Cer-tagged CAL PDZ, HTS. AID 504414, 2011. inhibition, % at 20 µM. purified CAL PDZ, TMR-peptide fluorescence polarization, 1 h. hit rate 0.02% among 330,000. Golgi-associated PDZ and coiled-coil motif-containing protein (Homo sapiens), Q9HD26;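 active = highest replicate inhibition of at least 40%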;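 also: plate controls were DMSO neutral control wells for no effect and unlabeled competitor peptide control wells for full effect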
#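 System: purified tagged CAL PDZ domain construct (CerCALP). Schedule: 1 h incubation at room temperature before polarization reading. Medium: 25 mM sodium phosphate pH 7.4, 150 mM NaCl, TCEP, IgG, Thesit. Read-out: percent inhibition from loss of millipolarization. Measured by: FP readout, S and P plane fluorescence. Probe or stimulus: fluorescent TMR peptide probe.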
# Rtt109 Vps75 = inhibitors of C. albicans Rtt109/Vps75 HAT, primary screen, biochemical, ThioGlo CoA-SH fluorescence, plate reader; Histone acetyltransferase RTT109 (Candida albicans (strain SC5314 / ATCC MYA-2876)), …; purified Rtt109/Vps75, 4 h; inhibition, % at 34.9 µM; hit rate 0.16% among 330,000;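 active = inhibition of at least 50% in every replicate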
# C-LANA FP = inhibitors of KSHV C-LANA binding to DNA, primary screen, biochemical, fluorescence polarization, FAM-LBS DNA, MBP-C-LANA, single point; Kaposi's sarcoma herpesvirus LANA C-terminal domain (residues 932-1162) DNA binding; inhibition, % at 9 µM; hit rate 0.078% among 340,000; AID 504423, 2011;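 active = highest replicate inhibition at or above 60% at 9 µM, even if other replicates fall short; inactive = all replicates below 60% inhibition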;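 also: 0% = neutral control wells and 100% = 4 µM acridine orange control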
# CAL PDZ FP-2 = untagged CAL PDZ binding inhibitors, primary screen, biochemical, fluorescence polarization, HTS; Golgi-associated PDZ and coiled-coil motif-containing protein (Homo sapiens), Q9HD26; purified CAL PDZ, TMR-peptide fluorescence polarization, 1 h; inhibition, % at 24.9 µM; hit rate 0.92% among 300,000; AID 602252, 2012;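 active = mean inhibition of at least 30% with at least half of replicates also reaching 30%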;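 also: 0% = DMSO neutral control and 100% = excess unlabeled competitor peptide PRC23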
# PKA-R2B activ = activators of PKA-R2B holoenzyme, primary screen, biochemical, fluorescence polarization, Cy5-IP20, human; cAMP-dependent protein kinase catalytic subunit beta (Homo sapiens) + cAMP-dependent …; PKA-R2B holoenzyme dissociation; R2B truncated from residue 108, S112A mutant; 0% DMSO only, 100% 113 µM cGMP; activation, % at 11.4 µM; hit rate 0.079% among 340,000; AID 504700, 2011;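 active = activation above a cutoff set at the mean over all compounds plus 3 SD, cut at about 18% in these data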;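 also: higher means more holoenzyme dissociation and a rise in polarization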
# Target sequence (P31323 whole entry, looked up, other chains not shown, the tested form may be a part): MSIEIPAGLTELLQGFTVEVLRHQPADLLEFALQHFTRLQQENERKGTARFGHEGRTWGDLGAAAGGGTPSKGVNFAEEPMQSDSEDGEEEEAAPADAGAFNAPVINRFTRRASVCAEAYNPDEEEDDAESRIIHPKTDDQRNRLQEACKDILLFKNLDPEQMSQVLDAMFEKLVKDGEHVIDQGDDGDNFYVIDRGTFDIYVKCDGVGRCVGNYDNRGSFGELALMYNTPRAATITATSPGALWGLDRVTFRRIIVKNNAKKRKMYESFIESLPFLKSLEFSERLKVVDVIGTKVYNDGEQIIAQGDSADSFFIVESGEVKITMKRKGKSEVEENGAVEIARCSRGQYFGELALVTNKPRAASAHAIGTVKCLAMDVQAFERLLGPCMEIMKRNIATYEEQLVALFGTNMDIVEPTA
# RTF Ca sens inh = cardiac RTF calcium sensitivity inhibitors, primary screen, biochemical, IANBD-TnC fluorescence, EC70 calcium; IANBD-labeled cardiac RTF, Ca2+ fluorescence; inhibition, % at 7.15 µM; hit rate 0.12% among 340,000; AID 493244, 2011;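 active = inhibition above the mean inhibition of all tested compounds plus 3 SD, cut at about 17% in these data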;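 also: assay run at fixed EC70 calcium of 1.6 mM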
# cardiac RTF act = cardiac RTF calcium sensitivity activators, primary screen, biochemical, IANBD-TnC fluorescence, EC20 calcium | IANBD-labeled TnC RTF fluorescence at EC20 calcium; 0% EC20 calcium, 100% full calcium | activation, % at 7.2 µM | hit rate 0.24% among 340,000;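 active = activation above the mean over all tested compounds plus 3 SD, cut at about 30% in these data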;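 also: rise in fluorescence read as greater calcium sensitivity of cardiac thin filaments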
# Keap1 Nrf2 FP = Keap1-Nrf2 protein-protein interaction inhibitors, primary screen, biochemical, fluorescence polarization, single point. Kelch-like ECH-associated protein 1 (Homo sapiens), Q14145. Keap1 Kelch-Nrf2 peptide fluorescence polarization, 1536-well. inhibition, % at 9.4 µM. hit rate 0.15% among 340,000. AID 504523, 2011; in the data active = inhibition above about 12%;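 also: human Keap1 Kelch domain with fluorescein labeled Nrf2 9mer peptide probe; 0% = neutral control wells and 100% = peptide positive control; higher means more block of Keap1 binding to Nrf2 peptide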
# Target sequence (Q14145 whole entry, looked up, the tested form may be a part): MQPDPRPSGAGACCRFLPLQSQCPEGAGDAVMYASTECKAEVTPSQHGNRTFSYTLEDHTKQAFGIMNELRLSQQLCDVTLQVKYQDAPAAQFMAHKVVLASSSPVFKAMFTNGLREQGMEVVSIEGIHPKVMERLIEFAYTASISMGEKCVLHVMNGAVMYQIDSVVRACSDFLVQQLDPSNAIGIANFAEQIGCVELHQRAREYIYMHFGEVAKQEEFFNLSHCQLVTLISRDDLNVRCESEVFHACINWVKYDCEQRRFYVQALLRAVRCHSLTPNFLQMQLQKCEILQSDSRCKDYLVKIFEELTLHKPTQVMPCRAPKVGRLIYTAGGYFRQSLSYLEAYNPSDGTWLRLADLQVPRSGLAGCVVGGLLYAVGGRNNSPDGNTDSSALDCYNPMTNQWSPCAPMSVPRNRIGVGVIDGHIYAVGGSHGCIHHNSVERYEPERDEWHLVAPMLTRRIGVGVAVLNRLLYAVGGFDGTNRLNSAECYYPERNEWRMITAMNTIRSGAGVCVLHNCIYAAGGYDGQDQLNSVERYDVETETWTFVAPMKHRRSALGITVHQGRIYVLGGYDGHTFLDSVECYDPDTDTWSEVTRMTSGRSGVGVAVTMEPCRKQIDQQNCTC
# DAGLB inh = DAGLB lipase inhibitors, primary screen, biochemical, fluorescence, HTS | Diacylglycerol lipase-beta (Homo sapiens), Q8NCG7 | HEK293T DAGLB membrane lysate, EnzChek fluorogenic substrate | inhibition, % at 5.17 µM | hit rate 0.059% among 340,000 | AID 504411, 2011; in the data active = inhibition above about 34%;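 also: 0% = enzyme with vehicle and 100% = wells lacking enzyme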
# * = called active by the depositor; · = no result given.
nr	SR-BI uptake up	CAL PDZ FP-1	Rtt109 Vps75	C-LANA FP	CAL PDZ FP-2	PKA-R2B activ	RTF Ca sens inh	cardiac RTF act	Keap1 Nrf2 FP	DAGLB inh	compound
1	20	-0.5	-4	-0.5	-5	-5	1	-4	-3	-7	COc1cccc2cc(C(=O)NCc3ccc(C)cc3)c(=N)oc12
2	19	-0.1	-1	0.0	1	5	0	2	-3	2	NC(=O)CCN1CCN(C(=O)c2ccc3nc(Cc4cccc(Cl)c4)oc3c2)CC1
3	-31	-2.1	-7	1.0	4	-9	16	2	3	1	COc1ccc(NC(=O)C2CCCN2C(=O)Nc2ccccc2)cc1OC (stereo not given)
4	-6	0.3	-3	1.3	-3	1	0	5	-3	-3	COC(=O)C1=C(C)N(C)C(=O)NC1c1ccccc1 (stereo not given)
5	13	1.2	3	-1.5	-3	5	-10	0	-6	-3	CCOC(=O)C1CCN(C(=O)c2cc(-c3ccncc3)nc3ccccc23)CC1
6	-3	0.0	2	1.8	-7	1	-15	-3	-1	-1	CCn1c(SCC(=O)Nc2ccc3c(c2)OCO3)nnc1C(C)C
7	·	-4.4	-12	0.3	-2	7	-12	1	-4	4	O=C(Nc1ccncc1)C1CC1c1ccccc1 (stereo not given)
8	·	-1.3	-3	0.8	-2	3	-11	-6	-5	1	Nc1nonc1-n1nnc(C(=O)N/N=C/c2cccc(Cl)c2Cl)c1CN1CCCC1
9	37	-2.2	11	0.1	-2	-1	-7	2	-3	-3	CC(=O)c1cccc(OCc2cc(C(=O)N3CC4C[C@@H]5CC3C[C@H](C4)C5)no2)c1
10	9	0.2	-4	0.6	-4	-8	2	0	0	-1	COc1ccc(NC(=O)C2CC(=O)n3c(nc4ccccc43)N2)cc1 (stereo not given)
11	-28	-0.1	-2	3.2	-2	-10	-23	-4	-3	2	CC(C)NC(=O)c1ccccc1NC(=O)/C=C/c1cccc([N+](=O)[O-])c1
12	5	-0.8	-1	-0.6	-4	-9	-10	-1	-5	-1	COCCN1C(=O)N[C@@H](c2cccs2)C(C(=O)OC)=C1C
13	-64	-2.0	-2	-1.9	2	0	-2	7	-3	-2	CCNS(=O)(=O)c1ccc(NC(=O)c2ccccc2OCC)cc1
14	5	-3.3	-5	-1.5	6	-11	-1	2	-5	-3	Cn1c(CN2CCCCC2)nc2cc(NC(=O)c3cccs3)ccc21
15	10	-2.9	·	1.0	-8	-3	-5	-3	-1	2	COc1ccc(C2/C(=C(/O)c3ccccc3)C(=O)C(=O)N2CC(C)O)c(OC)c1 (stereo not given)
16	·	-2.8	-2	-1.6	-4	4	5	-3	2	0	CC1(C)Cc2ccccc2-c2nc(NCCCO)[nH]c(=O)c21
17	21	-0.7	0	-0.8	41*	11	-8	4	-4	-3	CCNC(=O)NC(=O)c1csc([N+](=O)[O-])c1
18	9	-0.2	2	-0.9	-1	-8	-4	-1	0	1	COc1ccc(N(Cc2ccc(N(C)C)cc2)C(=O)c2ccc(S(C)(=O)=O)cc2)cc1
19	-4	-0.5	10	4.6	-5	-5	-5	-1	6	-3	COC(=O)/C(=C\c1cccnc1)NC(=O)c1ccc(OCc2ccccc2)cc1
20	-17	-1.5	7	0.2	·	4	-7	8	0	-2	Cc1ccc(SCc2nc3ccccc3n2CC(=O)Nc2ccccc2)cc1
21	50	0.3	1	1.1	38*	2	-9	2	1	0	CCc1noc(C)c1C(=O)N(CCOC)c1c(N)n(CC(C)C)c(=O)[nH]c1=O
22	4	·	2	-3.3	-4	5	-12	-1	-5	3	Cc1ccc(NC(=O)c2c([N+](=O)[O-])cnn2C)cc1C
23	-22	-1.5	0	1.2	2	-3	-7	5	-2	-2	CCc1ccc(NC(=S)N2CCN(c3cccc(OC)c3)CC2)cc1
24	10	-0.9	11	-0.9	-2	-1	13	12	6	-3	COCCn1c(SCC(=O)Nc2ccccc2C)nc2c(oc3ccccc32)c1=O

# 2 records drawn at random from the list so far:
nr	SR-BI uptake up	CAL PDZ FP-1	Rtt109 Vps75	C-LANA FP	CAL PDZ FP-2	PKA-R2B activ	RTF Ca sens inh	cardiac RTF act	Keap1 Nrf2 FP	DAGLB inh	compound
18	9	-0.2	2	-0.9	-1	-8	-4	-1	0	1	COc1ccc(N(Cc2ccc(N(C)C)cc2)C(=O)c2ccc(S(C)(=O)=O)cc2)cc1
19	-4	-0.5	10	4.6	-5	-5	-5	-1	6	-3	COC(=O)/C(=C\c1cccnc1)NC(=O)c1ccc(OCc2ccccc2)cc1

# The results go on.
nr	SR-BI uptake up	CAL PDZ FP-1	Rtt109 Vps75	C-LANA FP	CAL PDZ FP-2	PKA-R2B activ	RTF Ca sens inh	cardiac RTF act	Keap1 Nrf2 FP	DAGLB inh	compound
25	49	-0.2	-5	2.0	-1	-10	-10	-3	3	2	C#CCOCCOCCOCCNc1nc(N2CCOCC2)nc(N2CCN(C(=O)Cn3cc(CC(C)O)nn3)CC2)n1 (stereo not given)
26	7	1.1	-6	1.3	0	2	-7	-2	-3	0	CC(=O)Oc1ccccc1/C=C1\CCOC1=O
27	11	0.7	1	6.0	-5	3	-9	5	-8	-2	O=S(=O)(c1ccccc1)c1nc(-c2ccco2)oc1NCCCn1ccnc1
28	28	-2.0	-9	-0.3	·	14	-11	0	3	2	COc1ccc(NC2=Nc3ccccc3N3C2=Nc2c(c(C)nn2-c2ccc(C)cc2)C3c2cccnc2)cc1 (stereo not given)
29	-6	-1.5	-9	-1.1	-5	2	0	0	-3	-2	CC(=O)c1c(C)[nH]c(C(=O)OCC(=O)Nc2ccc3c(c2)OCCO3)c1C
30	12	-2.6	-2	2.3	-4	3	7	3	1	-4	C/C=C/c1ccc(OCCCCOc2ccccc2C(C)=O)c(OC)c1
31	-78	-1.0	10	-1.7	-5	4	-3	-6	3	-9	Cc1ccc(-c2c(C)cc3oc(=O)cc(-c4ccccc4)c3c2C)cc1
32	15	-1.7	-8	0.1	0	-5	1	0	-8	1	CCOc1ccc(NC(=S)N2CCN(S(C)(=O)=O)CC2)cc1
33	·	-1.2	2	0.8	0	-6	-19	3	0	0	CCCN1C(=O)CC(Sc2ncccc2C(=O)O)C1=O (stereo not given)
34	-8	-3.4	-1	0.9	-2	0	-8	-3	-4	9	O=C(/C=C/c1ccccc1)N1CCN(c2c(Cl)cccc2[N+](=O)[O-])CC1
35	-11	0.3	-5	-0.3	0	4	-5	2	-4	-4	O=C(NC1CCCCCC1)C1CCN(S(=O)(=O)c2c(Cl)cccc2Cl)CC1
36	-10	0.1	-5	1.2	2	-14	-2	0	2	3	CC(C)NC(=S)N=Nc1c(O)[nH]c2ccc([N+](=O)[O-])cc12
37	-3	-1.7	3	-0.2	·	-10	-2	-1	-9	-4	COc1ccccc1CNC(=O)C(CC(C)C)NS(=O)(=O)c1ccc2c(c1)oc(=O)n2C (stereo not given)
38	1	-1.9	1	0.8	-4	1	-1	3	-2	6	COC(=O)C(Cc1ccccc1)NC(=O)CCNC(=O)c1ccc(Br)cc1 (stereo not given)
39	-6	-1.8	7	0.1	-5	-7	-8	0	-3	-1	N=c1n(CC(=O)c2ccc(Br)cc2)c2ccccc2n1Cc1ccccc1
40	·	-2.9	-2	1.6	-3	-4	5	1	-2	-3	Cc1nn(-c2cc(C)c3ccccc3n2)c2c1C1C(C2)C1(C)C (stereo not given)
41	13	-1.6	5	-1.1	-2	-6	5	-2	-2	1	COC(=O)CC1COc2ccccc2N1C(=O)c1ccc(OC)cc1 (stereo not given)
42	26	-3.0	-3	-0.9	-7	2	-4	1	3	-1	CCn1c(SCC(=O)n2nc(C)cc2C)nnc1-c1ccc2c(c1)OCO2
43	-15	-0.8	2	0.4	-7	5	-10	1	-1	-2	O=C(C1CCC1)N(CCc1ccccc1)Cc1nc2ccccc2c(=O)[nH]1
44	-9	-1.6	32	17	1	-7	4	4	-3	-3	COc1ccc(C(C(=O)NC2CCCC2)N(C(=O)c2ccco2)c2cc3c(cc2C(C)=O)OCO3)cc1OC (stereo not given)
45	·	-4.3	13	-1.2	-2	5	-3	5	1	1	Cc1sc(NC(=O)CN2CCCC2)nc1-c1ccc2c(c1)CCN2C(=O)c1ccc(F)cc1
46	19	-3.1	1	-1.6	-5	11	0	3	-7	-3	C[C@H](CO)N1C[C@H](C)[C@@H](CN(C)S(C)(=O)=O)Oc2c(NC(=O)C3CCCCC3)cccc2C1=O
47	11	0.3	-3	-1.7	-3	6	7	-6	-3	5	Cc1ccc(/C=C2\SC(=S)N(CCC(=O)NNC(=O)c3ccccc3O)C2=O)cc1
48	-10	0.5	1	0.4	-1	0	3	0	-3	9	Cc1ccc(CNC(=O)Cn2c(=O)c3sccc3n(Cc3ccc([N+](=O)[O-])cc3)c2=O)cc1
49	-5	1.6	-30	0.5	8	3	-7	3	-1	-3	COc1ccc(C(CCN)c2ccc3c(c2)OCO3)cc1 (stereo not given)
50	-35	0.4	0	0.3	-1	-7	3	-3	0	0	N#CC1=C(N)Oc2c(ccc3ccccc23)C1c1ccsc1 (stereo not given)
51	30	-1.3	·	-0.4	-1	0	1	6	3	-4	CCOc1ccc(NC(=O)CNc2ccc(C)cc2Cl)cc1
52	-46	·	1	-0.7	-2	-5	0	2	3	-1	Cc1ccc(-c2cc(C(F)F)n3ncc(C(=O)N4CCN(c5cccc(C)c5C)CC4)c3n2)cc1
53	21	-0.2	-6	-2.1	-3	-1	-3	-3	-3	-2	Cc1cccc(NC(=O)C2CCCN2C(=O)Oc2ccccc2)c1C (stereo not given)
54	-39	-2.2	-1	-1.3	-1	1	1	-6	-4	-3	Cc1ccc(Nc2nc3ccc(Cl)cc3n3cnnc23)cc1F
55	4	-0.8	2	1.5	5	-2	-4	8	-3	-3	Nc1nc2n[nH]nc2c(=O)[nH]1
56	-43	-1.9	23	-0.2	-3	0	2	-3	0	-7	CC(=O)N1CC[n+]2c(-c3ccc(Cl)cc3)csc21
57	16	-1.9	-8	0.3	-3	-5	-4	-4	-4	-1	C/C(=N\Nc1ccc(C(=O)O)cc1)c1ccc(-n2ccnc2)cc1
58	6	0.7	0	-1.7	-4	-16	-6	-2	1	-2	CSc1nnc2c(n1)c(C)nn2-c1ccc(C)cc1
